Assay outcomes as filed in PubChem.
T cell modulator: modulators of CD8 T cell-vesicle binding, primary screen, mouse 2C CD8+ T cells, flow cytometry | 2C CD8+ T cell-vesicle binding; hits give low values | calls only at 7 µM | 330,000 compounds, 0.068% hits | AID 2052, 2009;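 active = response, share of CD8 T cells binding vesicles, and their 90th percentile fluorescence all below set limits, cut at about 80% in these data, passing the limit was not always enough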
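Read-out – percent CD8+ FL2 mean versus row control · System – murine 2C transgenic CD8+ T lymphocytes · Times – 1.5 h cell–vesicle binding at 37 °C, then 20 min icy labelling · Control set – naked vesicles low, QL9 vesicles with vehicle high · Detection – cytometric PE anti-B7-1 and Alexa647 anti-CD8 signals after 1% paraformaldehyde fixation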
NTR1 ag: agonists of NTR1, primary screen, imaging, U2OS cells, beta-arrestin-GFP, high content (AID 493036) | Neurotensin receptor type 1 (Homo sapiens), P30989 | NTR1-U2OS beta-arrestin-GFP spot imaging, agonist mode | activation, % at 20 µM | 330,000 compounds, 0.17% hits;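 active = activation at or above 40% of the spot to cytoplasm intensity ratio, with at least 20 cells analyzed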;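 also: 0% = DMSO without peptide and 100% = 100 nM NTR1 peptide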
Target sequence (P30989 whole entry, looked up): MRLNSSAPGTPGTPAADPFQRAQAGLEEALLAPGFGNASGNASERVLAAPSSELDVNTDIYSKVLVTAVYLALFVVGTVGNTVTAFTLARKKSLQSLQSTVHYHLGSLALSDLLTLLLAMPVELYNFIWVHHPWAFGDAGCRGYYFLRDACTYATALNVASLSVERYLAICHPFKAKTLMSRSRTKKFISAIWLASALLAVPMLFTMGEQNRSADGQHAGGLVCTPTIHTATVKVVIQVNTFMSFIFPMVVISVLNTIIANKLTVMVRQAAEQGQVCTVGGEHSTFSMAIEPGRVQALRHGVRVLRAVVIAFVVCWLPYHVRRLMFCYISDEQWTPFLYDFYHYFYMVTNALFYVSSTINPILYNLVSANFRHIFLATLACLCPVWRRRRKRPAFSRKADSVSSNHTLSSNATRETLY
Salmonella PhoP GFP: inhibitors of PhoP regulon expression, primary screen, Salmonella Typhimurium, GFP reporter (AID 1863); S. Typhimurium PhoP-regulated promoter GFP reporter, 4 h; higher % means a stronger effect; one-dose inhibition, % at 50 µM; IC50 in µM for titrated hits; 300,000 compounds, 0.16% hits;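 active = inhibition over 29.93%, a cutoff 3 SD above the screen mean, later confirmed by dose response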;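 also: 0% = low Mg2+ inducing control and 100% = high Mg2+ repressing control; strong numbers were not always called active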
GPR55 antagonists: GPR55 antagonists blocking LPI-driven arrestin recruitment, primary screen, imaging, U2OS, beta-arrestin-GFP, LPI agonist (AID 2013) | G-protein coupled receptor 55 (Homo sapiens) | U2OS GPR55 beta-arrestin-GFP translocation imaging, LPI antagonism; higher % means a stronger effect | one-dose inhibition, % at 10 µM; IC50 in µM for titrated hits | 290,000 compounds, 0.13% hits;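 active = spots per cell inhibited over 60%, with over 100 cells counted and total cytoplasm intensity under 500,000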;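 also: U2OS cells stably carrying GPR55 and arrestin-GFP stimulated by 5 µM LPI near EC80; imaged beta-arrestin-GFP aggregate spots per cell after agonist stimulation; plate controls were LPI-stimulated DMSO wells for no effect and DMSO wells without LPI for full effect; some results filed as inactive read as strong as hits; confirmed hits need IC50 under 10 µM and bright autofluorescent wells are also inconclusive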
GPR55 activation: GPR55 agonists via beta-arrestin recruitment, primary screen, imaging, U2OS cells, beta-arrestin-GFP redistribution (AID 1961). U2OS GPR55 beta-arrestin-GFP redistribution imaging; higher % means a stronger effect. 290,000 compounds, 0.048% hits. one-dose activation, % at 10 µM; EC50 in µM for titrated hits. G-protein coupled receptor 55 (Homo sapiens);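 active = activation above 40% with more than 50 cells counted in the well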;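 also: U2OS osteosarcoma cells stably expressing GPR55 and beta-arrestin-GFP; plate controls were DMSO negative control for no effect and LPI positive control for full effect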
KOR beta-arrestin-1: KOR antagonists, beta-arrestin recruitment, cell-based, luminescence, uHTS (AID 1778); inhibition, % at 10 µM; hits with a dose series show IC50 in µM; 290,000 compounds, 0.091% hits; KOR beta-arrestin recruitment, luminescence, antagonist mode; higher % means a stronger effect; Kappa-type opioid receptor (Homo sapiens); in the data active = inhibition above about 50%; also: strong numbers were not always called active
West Nile virus CPE: West Nile virus antiviral activity, cell-based, CPE readout (AID 1621). West Nile virus-infected cells, CPE inhibition; higher % means a stronger effect. 290,000 compounds, 0.02% hits. CPE inhibition, % at 10 µM, or IC50 in µM where a hit was titrated; in the data active = a potency from the dose series; also: strong numbers were not always called active
GPR35 arrestin U2OS: GPR35 antagonists blocking zaprinast-driven arrestin recruitment, primary screen, imaging, U2OS, beta-arrestin-GFP, zaprinast agonist (AID 2058); G-protein coupled receptor 35 (Homo sapiens); U2OS GPR35 beta-arrestin-GFP translocation imaging, zaprinast antagonism; higher % means a stronger effect; one-dose inhibition, % at 10 µM; IC50 in µM for titrated hits; 290,000 compounds, 0.052% hits;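 active = inhibition of at least 50% with at least 30 cells and total cytoplasm GFP at most 10,000,000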
KOR beta-arrestin-2: KOR agonists, beta-arrestin recruitment, primary screen, cell-based, luminescence, uHTS (AID 1777). Kappa-type opioid receptor (Homo sapiens). KOR beta-arrestin recruitment, luminescence; higher % means a stronger effect. one-dose activation, % at 10 µM; EC50 in µM for titrated hits. 280,000 compounds, 0.02% hits; in the data active = activation above about 50%, passing the limit was not always enough; also: a part of the inactive calls stands beside numbers as strong as those of hits
T cell modulator vesicle-bound %: second read-out of T cell modulator, no call of its own (marks repeat the call); double positive events, %; measured here: CD8+ vesicle-bound cell fraction;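 binding gate set so that unloaded-vesicle control wells show 10% double positive cells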
NTR1 ag cell count 20 µM: second read-out of NTR1 ag, no call of its own (marks repeat the call); cell count; measured here: cell count, cytotoxicity flag
Active calls of the source: *; i = inactive; . = not tested or not shown; [ ] = dose if it differs, or a comment.

SMILES	T cell modulator	T cell modulator vesicle-bound %	NTR1 ag	NTR1 ag cell count 20 µM	Salmonella PhoP GFP	GPR55 antagonists	GPR55 activation	KOR beta-arrestin-1	West Nile virus CPE	GPR35 arrestin U2OS	KOR beta-arrestin-2
Cc1ccc(S(=O)(=O)NCc2ccccc2)cc1C(=O)N(C)Cc1ccccc1F	i	32	2.0	48	7%	6%	-0.1%	-6%	0.1%	-21%	-1.8%
COc1ccc(C(=O)Cn2c(NCCO)nc3ccccc32)cc1	i	62	-0.3	41	9%	-1%	-0.1%	-11%[20 µM]	-0.6%	-3%	.
O=C(NCC(O)c1ccccc1)c1cccc(S(=O)(=O)N2CCOCC2)c1 (stereo unspecified)	i	59	-0.6	54	1%	-7%	-0.1%	33%	0.9%	-1%	-4.4%
O=C(Cn1cncn1)N/N=C/c1ccccc1O	i	38	-0.1	65	-2%	1%	-0.1%	14%	0.6%	-1%	4.1%
CC(C)c1c(O)cc(-c2ccncc2)n(-c2ccc(Cl)cc2)c1=O	i	7	-1.6	63	-1%	-7%	-0.3%	6%	0.0%	-5%	-1.3%
O=C(NC1CCCC1)C(c1ccncc1)N(Cc1cccs1)C(=O)c1csnn1 (stereo unspecified)	i	44	0.9	58	10%	-2%	-0.1%	-16%	-0.4%	12%	1.1%
COc1cccc(CNC(=O)C(=O)NCC(c2ccco2)N2CCOCC2)c1 (stereo unspecified)	i	19	-0.5	57	-7%	0%	-0.2%	-38%	-0.5%	10%	3.5%
Cc1ccc(-n2nc3c(c2NC(=O)C(C)C)CS(=O)(=O)C3)c(C)c1	i	29	-1.1	78	2%	0%	0.7%	27%	0.2%	15%	-0.8%
CCC1=NC(c2ccccc2)N(O)C1(C)C (stereo unspecified)	i	23	1.7	56	6%	9%	-0.1%	22%	0.1%	11%	-0.9%
c1ccc(C2=Nc3ccccc3NC(c3ccccc3)C2)cc1 (stereo unspecified)	i	12	0.9	52	-2%	-2%	-0.2%	-7%	-0.6%	4%	-1.4%
COc1ccc(/C=N/NC(=O)c2cc(=O)[nH]c3ccccc23)cc1OC	i	50	0.0	58	0%	11%	-0.2%	8%	0.2%	15%	-6.0%
O=C(CCNS(=O)(=O)c1cccc2nonc12)NC1CCCCCC1	i	48	-0.4	79	-2%	10%	0.1%	16%	-0.4%	-8%	-3.2%
CSc1ccccc1NC(=O)CN(C)C(=O)c1cccc(S(=O)(=O)N(C)C)c1	i	67	2.2	52	4%	4%	0.1%	-13%	0.9%	1%	-2.8%
COc1ccc(C(=O)C2CCCN(Cc3cccn3-c3ccccn3)C2)cc1F (stereo unspecified)	i	9	-1.1	63	.	7%	-0.1%	-33%[20 µM]	-1.4%	-11%	.
CCCCc1ccc(S(=O)(=O)N2CCC3(CC2)OCCO3)cc1	i	6	1.0	60	-8%	11%	0.3%	22%	-1.1%	5%	-2.2%
O=C(COc1ccccc1)Nn1cnc2ccccc21	i	52	0.4	59	-6%	-5%	-0.1%	-21%	-0.3%	-11%	3.5%
O=C(NC(=S)Nc1cccc2cc(O)ccc12)c1ccccc1Br	i	9	3.5	58	5%	-5%	0.4%	0%	-0.5%	11%	2.4%
O=C(/C=C/c1cccc([N+](=O)[O-])c1)NCCSCc1ccc(Cl)cc1	i	14	0.0	57	2%	-2%	0.3%	13%	-0.9%	5%	2.9%
NC(=S)N/N=C1\CC(c2ccc3c(c2)OCCCO3)Oc2ccc(F)cc21 (stereo unspecified)	i	55	8.2	48	-6%	1%	-0.1%	-4%	0.3%	18%	2.5%
CCCn1nc(Oc2nc(NCC)nc(NCC)n2)ccc1=O	i	16	.	.	-2%	27%	-0.2%	4%	0.6%	-5%	1.5%
Cc1cccc(N2CCN(C(=O)CN3CCOc4ccccc43)CC2C)c1 (stereo unspecified)	i	31	-2.8	63	9%	12%	0.3%	11%	-0.6%	6%	15%
O=C(CSc1nnc(CNC(=O)c2ccccc2F)o1)NCCc1ccccc1	i	18	-0.6	46	-5%	3%	-0.1%	-29%	-0.3%	-14%	1.1%
O=c1c(-c2c(O)cc(O)c3c(=O)cc(-c4ccc(O)cc4)oc23)c(-c2ccc(O)cc2)oc2cc(O)cc(O)c12	i	57	3.4	93	0%	52%	0.6%	20%	0.2%	6%	-3.6%
O=C(C1CCN(S(=O)(=O)N2CCC3(CC2)OCCO3)CC1)N1CCc2ccccc2C1	i	41	1.5	34	2%	7%	0.2%	8%	.	1%	-7.2%
OC(CC#CCN1CCCC1)(c1ccccc1)c1ccccc1	i	57	-1.4	33	.	-7%	0.2%	2%	-0.3%	-3%	6.9%
CCOc1ccc(N/C=C\C(=O)c2ccc3c(c2)OCO3)cc1	i	6	0.5	63	-5%	.	.	.	-0.8%	.	.
COc1cccc(-c2ccc(NC(=O)C3CCCN(Cc4cnc(N(C)C)s4)C3)cc2)c1 (stereo unspecified)	i	59	6.6	78	2%	3%	-0.1%	-73%	-0.4%	17%	6.8%
O=C(Nc1ccc(O)c2c(=O)cc(-c3cccc(Cl)c3)oc12)c1cccc(Cl)c1	i	21	5.3	43	8%	4%	0.0%	-24%	17%	-10%	3.7%
CCOCCCN(C(=O)Cn1nnc(-c2ccc(C)o2)n1)C(C(=O)NC1CCCC1)c1ccc(C)o1 (stereo unspecified)	.	.	2.7	38	.	20%	-0.1%	-30%	-0.4%	1%	-0.9%
CC(NC(=O)c1ccco1)c1ccc2c(c1)OCCO2 (stereo unspecified)	i	16	0.7	84	-2%	-7%	-0.3%	-62%	-0.1%	1%	6.6%
COc1cc(Br)c(S(=O)(=O)Nc2c(C)n(C)n(-c3ccccc3)c2=O)cc1OC	i	51	-0.2	63	15%	6%	0.2%	9%	.	-3%	1.2%
CCc1nc(SCC(=O)Nc2cc(C)on2)n[nH]1	i	18	-1.9	57	7%	12%	-0.1%	-29%	0.0%	16%	1.4%
COc1ccc(N2C(=O)C(O)C2c2ccc(C)cc2)cc1 (stereo unspecified)	i	65	-1.2	70	9%	-4%	0.5%	-24%	0.0%	25%	2.3%
CC[C@@H](C)[C@H](NC(=O)CCc1c(C)c2cc3c4c(oc3c(C)c2oc1=O)CCCC4)C(=O)O	i	7	4.6	90	3%	-12%	1.2%	-29%	-0.7%	-4%	7.4%
Cc1ccc(-n2cc(CNCCn3nc(C)cc3C)c(-c3ccc(F)cc3)n2)cc1	i	55	4.1	56	-8%	11%	0.2%	-13%[20 µM]	-1.6%	-5%	.
CCCNC(=O)C1CCN(S(=O)(=O)c2c(C)noc2/C=C\c2ccc(OC)cc2)CC1	i	30	-0.4	84	4%	-9%	-0.2%	18%	-0.1%	11%	-2.7%
CN(C)C(=O)c1c2c(nc3ccccc13)-c1ccccc1CC2	i	33	-0.8	97	20%	6%	-0.2%	8%	0.2%	3%	-1.5%
COn1c2c(c3c4nonc4ccc31)CCCC2	i	26	6.5	50	-2%	-6%	0.4%	19%	0.0%	4%	4.8%
CCCCCCSc1nsc(N)n1	i	29	0.0	110	13%	-11%	-0.4%	1%	1.7%	1%	-4.6%
CC(=O)c1cccc(NC(=O)CN2CCc3cc4c(cc3C2)OCCCO4)c1	i	26	-1.7	93	-8%	10%	-0.1%	-10%[20 µM]	-0.8%	0%	-1.5%
O=C(CN(C(=O)CCC(=O)Nc1ccccn1)c1ccc2c(c1)OCO2)NCc1ccco1	i	9	-0.1	64	6%	-3%	0.2%	-8%	-0.4%	2%	-1.4%
CC(=O)N1CCN(C(=O)c2cc(S(=O)(=O)Nc3ccc(S(C)(=O)=O)cc3)ccc2Cl)CC1	i	32	1.5	41	4%	-4%	0.2%	-27%	-0.2%	0%	7.6%
C=CCNC1=C(Cl)C(=O)N(Cc2ccccc2)C1=O	i	26	-0.6	52	-4%	1%	-0.2%	-28%	-0.9%	2%	0.6%
O=c1[nH]c2ccc(S(=O)(=O)NCc3ccccc3)cc2[nH]1	i	41	-0.2	51	1%	-10%	-0.5%	-2%	-0.3%	-5%	-2.3%
Cc1sc2nc(CSc3nnc(Cc4cccs4)n3C3CCCCC3)[nH]c(=O)c2c1C	i	46	4.7	66	-6%	-5%	-1.0%	-6%	0.5%	4%	4.0%
C=CCn1c(COc2ccccc2)nc2ccccc21	i	44	-1.1	50	10%	0%	-0.3%	-38%[20 µM]	-1.0%	2%	-0.5%
COc1ccc(CCn2nnnc2C(CC(C)C)N2CCC(C(N)=O)CC2)cc1OC (stereo unspecified)	i	35	0.2	43	-1%	-2%	-0.1%	-4%	-0.6%	-14%	10%
COc1ccc(C2=NOC(C(=O)Nc3ccc4c(c3)OCCO4)C2)cc1OC (stereo unspecified)	i	56	0.5	95	-2%	10%	0.0%	33%	-0.5%	2%	-2.0%
CN(C)S(=O)(=O)c1ccc(NC(=O)Cn2c(-c3ccccc3)noc2=O)cc1	i	33	0.7	40	-9%	6%	0.0%	-30%	-0.1%	-12%	2.8%
NC(=O)CC(NC(=O)Cc1ccc(Br)cc1)c1ccc(NCCN2CCOCC2)c([N+](=O)[O-])c1 (stereo unspecified)	i	7	1.3	70	.	-2%	0.2%	-18%[20 µM]	-0.4%	-9%	-1.4%
O=C(CN1CCc2cc3c(cc2C1)OCCCO3)Nc1ccc(F)cc1	i	33	-1.6	50	-4%	5%	-0.2%	-3%	0.0%	14%	1.5%

A few values from the results shown:
`COc1ccc(CCn2nnnc2C(CC(C)C)N2CCC(C(N)=O)CC2)cc1OC` (stereo unspecified) – Salmonella PhoP GFP = -1%
`O=C(CN1CCc2cc3c(cc2C1)OCCCO3)Nc1ccc(F)cc1` – GPR55 activation = -0.2%
